FAS-TE inh – blocks the thioesterase domain of human fatty acid synthase; P49327; recombinant FAS-TE, OMFH fluorogenic substrate, fluorescence endpoint; inhibition, % at 15 µM; actives 0.67% (n = 360,000);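 active = compounds whose normalised, plate-corrected inhibition of enzyme fluorescence in the single-dose primary screen is 50% or more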;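 also: 0% = DMSO with enzyme and 100% = substrate without enzyme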
MsrA act – activates bovine MsrA enzyme. actives 0.3% (n = 360,000). purified bovine MsrA, absorbance read-out. activation, % at 10.6 µM; in the data active = activation above about 7.5%;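 also: 0% = vehicle and 100% = reference activator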
PABP1 MLLE inh – blocks PAM2 peptide binding to the PABP1 MLLE domain; P11940; GST-MLLE / FITC-PAM2 fluorescence polarization; inhibition, % at 20 µM; actives 0.36% (n = 360,000); in the data active = inhibition above about 35%, passing the limit was not always enough;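 also: plate controls were DMSO wells with GST-MLLE for no effect and wells lacking GST-MLLE protein for full effect; some results filed as inactive read as strong as hits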
Tb MetRS inh – Trypanosoma brucei MetRS inhibition; purified T. brucei MetRS, ATP depletion, Kinase-Glo luminescence; inhibition, % at 11.9 µM; actives 0.4% (n = 360,000); AID 624268;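 active = inhibition above a per-plate cutoff of the control wells' mean inhibition plus 3 SD, cut at about 5.5% in these data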;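 also: 0% = DMSO wells median and 100% = median of wells with control inhibitor compound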
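Test system: purified T. brucei MetRS enzyme. Also added: ATP, methionine and E. coli bulk tRNA substrates. Compound: 11.9 µM single point. Schedule: 15 min enzyme-compound preincubation, 2 h reaction, 10 min detection, 25 °C. Signal: luciferase luminescence of residual ATP, Kinase-Glo. Evaluation: percent inhibition versus plate control medians. Controls: DMSO wells, low control.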
Neddylation inh – blocks human cullin neddylation; calls only at 25 µM; TR-FRET cullin neddylation, biochemical; AID 651699; actives 0.58% (n = 360,000); P61081+Q13564; in the data active = inhibition above about 36%
E coli Lon inh – E. coli protease La inhibition; P0A9M0; purified E. coli Lon protease, fluorescence polarization; inhibition, % at 7.94 µM; actives 0.42% (n = 360,000); in the data active = inhibition above about 13%, passing the limit was not always enough;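 also: 0% = enzyme with probe and DMSO and 100% = no enzyme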
MsrA inhibitor – inhibitors of bovine MsrA; inhibition, % at 15.5 µM; purified bovine MsrA, absorbance read-out; actives 0.75% (n = 360,000); in the data active = inhibition above about 4.5%;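 also: 0% = vehicle wells with enzyme and 100% = reference inhibitor wells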
CSN deneddyl inh – CSN deneddylation inhibition; actives 0.38% (n = 360,000); inhibition, % at 12.5 µM; Q92905; AID 651999; Purified CSN, SCF-Nedd8-OG deneddylation, fluorescence polarization;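 active = pattern-corrected inhibition above about 35%, with an unprinted fluorescence ratio check between 0.5 and 1.5, limit read from the data, passing the limit was not always enough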;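 also: 0% = enzyme with substrate and 100% = substrate without enzyme; some results filed as inactive read as strong as hits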
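Assay system: purified human Csn5 enzyme expressed in HEK293T cells; Input: 0.24 nM Csn5 enzyme, final concentration; Reagent: 10 nM SCFSkp2-Nedd8OG; Compound dosing: 12.5 µM single point; Times: reaction 90 min, room temperature; Technique: fluorescence polarization readout.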
Rin1 Abl inh – inhibitors of human Rin1-Abl protein interaction. P00519+Q13671. TR-FRET Rin1/Abl binding, biochemical. inhibition, % at 7.35 µM. actives 0.4% (n = 360,000). AID 588664; in the data active = inhibition above about 5%, passing the limit was not always enough
* hit, by the source's call; i = inactive; . = no result given; + = active, no number.

Results follow in this order: FAS-TE inh, MsrA act, PABP1 MLLE inh, Tb MetRS inh, Neddylation inh, E coli Lon inh, MsrA inhibitor, CSN deneddyl inh, Rin1 Abl inh
> COc1cccc(S(=O)(=O)N(C)C[C@H]2OCc3cnnn3CCCC(=O)N([C@H](C)CO)C[C@@H]2C)c1
  -8, 1, -3, 0.1, i, -3, -0.7, -4, -3
> CN(C)Cc1cc(C(C)(C)c2cc(CN(C)C)c(O)c(CN(C)C)c2)cc(CN(C)C)c1O
  -6, -2, -5, 1.7, i, 6, -0.8, 6, 0
> CN(C)S(=O)(=O)N1C(=O)c2ccccc2C1=O
  -7, -3, -4, -0.3, i, 5, 1.4, 4, 4
> S=C(NCc1ccco1)N1CCN(c2ccccc2Cl)CC1
  15, -4, -123, 0.1, i, -2, 1.9, -1, 5
> CCn1c2ccccc2c2cc(NC(=O)c3ccccc3[N+](=O)[O-])ccc21
  36, -2, -7, -0.3, i, -11, 0.3, 5, -2
> Cn1ccnc1CC(O)(c1ccccc1)c1ccccc1
  -2, -1, -1, -1.2, i, 11, -0.4, -2, -2
> Cc1ccc(C)c(S(=O)(=O)N2CCN(C(=O)CNC(=O)c3sc4ccccc4c3Cl)CC2)c1
  3, 0, 11, -0.1, i, -17, -0.1, -3, -5
> Cc1ccc(-n2c(C)cc(/C=N/NC(=O)CN(c3ccc(C)cc3C)S(C)(=O)=O)c2C)cc1
  9, -6, -43, -0.9, i, -5, -1.1, 3, 3
> CCC(C)/C(C)=N/NC(=O)c1ccc(COc2ccc(Cl)c(C)c2)cc1 (stereo not drawn)
  10, 3, 15, -0.9, i, -3, 1.8, -4, 1
> CSc1cccc(NC(=S)N(CCC(C)C)C2CCN(C(C)C)CC2)c1
  0, -2, -47, -0.1, i, -4, 0.6, 8, 1

Single records, from the list above:
CN(C)S(=O)(=O)N1C(=O)c2ccccc2C1=O is listed with FAS-TE inh = -7; MsrA act = -3; PABP1 MLLE inh = -4; Tb MetRS inh = -0.3; Neddylation inh = i; E coli Lon inh = 5; MsrA inhibitor = 1.4; CSN deneddyl inh = 4; Rin1 Abl inh = 4
Cc1ccc(C)c(S(=O)(=O)N2CCN(C(=O)CNC(=O)c3sc4ccccc4c3Cl)CC2)c1 is listed with FAS-TE inh = 3; MsrA act = 0; PABP1 MLLE inh = 11; Tb MetRS inh = -0.1; Neddylation inh = i; E coli Lon inh = -17; MsrA inhibitor = -0.1; CSN deneddyl inh = -3; Rin1 Abl inh = -5

(list continues)
Results follow in this order: FAS-TE inh, MsrA act, PABP1 MLLE inh, Tb MetRS inh, Neddylation inh, E coli Lon inh, MsrA inhibitor, CSN deneddyl inh, Rin1 Abl inh
> COc1ccc(/C=C(/C#N)C(=O)Nc2ccccc2C)cc1C(=O)O
  -5, -2, 11, -0.1, i, 12, 5.6*, -4, -5
> CCS(=O)(=O)Nc1cccc(C2=NN(S(=O)(=O)c3ccc(F)cc3)C(c3cccs3)C2)c1 (stereo not drawn)
  30, -3, -7, -0.2, i, 8, 0.2, -2, 1
> COc1ccc(C2/C(=C(/O)c3ccccc3)C(=O)C(=O)N2CCCN2CCOCC2)cc1 (stereo not drawn)
  0, -2, -5, -0.6, i, 1, 2.8, 0, -2
> COc1ccc(CCN(C)CCC(=O)Nc2c(C)cc(C)cc2C)cc1OC
  -4, -2, 3, -0.6, i, -6, 0.2, 2, 2
> COc1ccccc1NC1=NC(CO)(CO)CS1
  -3, 0, 14, 0.1, i, -4, -0.6, -1, 3
> CCC(=O)Nc1ccc(C(=O)NNC(=O)c2ccc([N+](=O)[O-])cc2)cc1
  7, 0, 2, -0.1, i, 7, -1.1, -3, -6
> CCC(=O)N1CCC(C)(C(=O)NCc2ccc(F)cc2)C1 (stereo not drawn)
  -8, -2, -4, -0.2, i, -4, 0.8, 4, 1
> Cc1cc(C)cc(NC(=O)CSc2nnc(-c3ccc(S(=O)(=O)N4CCCC4)cc3)o2)c1
  -2, 4, 12, 0.5, i, 2, -0.1, 1, -4
> O=C(O)/C=C/c1ccc(S(=O)(=O)NCc2ccco2)cc1
  -5, -4, 4, -0.1, i, -4, 1.5, 4, -1
> O=C1NC[C@H](Cc2ccccc2)N(C[C@@H]2CCCN2C[C@H](Cc2ccc(O)cc2)N2C[C@H](Cc3ccccc3)N(CC3CCCCCC3)C(=O)C2=O)C1=O
  43, -8, ., -1.5, i, 4, -0.9, 1, .
> N#C/C(=C(/O)c1ccc([N+](=O)[O-])cc1)c1nc2ccccc2[nH]1
  -4, 1, -5, 1.6, i, -7, 0.0, 4, -2
> CCCCCCCCCC(=O)N/N=C/c1ccc(C)s1
  19, -1, -4, 0.4, i, -4, 2.1, 8, 3
> Cc1cccc(N2CCN(C(=O)c3cccs3)CC2)c1C
  4, -2, 3, 0.0, i, -2, -0.1, 4, 0
> Cc1cccc(C)c1OCc1nc2ccccc2[nH]1
  -11, -8, 15, -1.2, i, 5, 0.1, -8, 1
> Cc1cc2cc(CNC(=O)c3ccc(S(=O)(=O)N4CCOCC4)cc3)ccc2n1C
  -6, -6, 47*, -0.4, i, 24*, 0.8, -5, -34
> CCOCCn1c(CN2CCCCC2C)nc2c1c(=O)n(C)c(=O)n2C (stereo not drawn)
  -3, -3, -3, -0.9, i, -7, -0.1, -4, 0
> O=C(OCCN1C(=O)c2ccccc2C1=O)c1cccc(OC(F)F)c1
  16, -4, -5, 0.0, i, -3, -0.7, 4, 2
> CN(CC(=O)NC1CCCCC1)S(=O)(=O)c1cccc2cccnc12
  -2, -6, 2, -0.3, i, 2, -0.7, -6, 0
> O=C1c2ccccc2S(=O)(=O)c2cc(N3CCOCC3)ccc21
  -8, -2, -77, -0.3, i, -26, 2.0, 13, -9
> Cc1ccsc1/C=N/NC(=O)c1nnn(-c2nonc2N)c1CSc1ccccc1
  -4, -4, -2, -0.4, i, 1, 0.7, 2, -1
> Cc1cc(C)c2c(-n3cccc3)c(C(=O)O)sc2n1
  -1, -5, -50, -1.0, i, -2, -0.8, 1, 0
> CCc1ccc(NS(=O)(=O)c2cc(OC)ccc2OC)cc1
  10, 7, -4, -0.4, i, -3, 1.3, 4, 3
> CCOc1ccccc1NC(=O)CCc1c(C)nn(-c2ccc(N3CCCCC3)nn2)c1C
  5, -4, -6, -0.5, i, -7, 0.1, 1, 4
> OCCC1CN(Cc2nc3ccccc3s2)CCN1C1CCCC1 (stereo not drawn)
  -8, -10, 2, -1.4, i, 1, -0.6, 0, 4
> CCOc1ccccc1N1CCN(S(=O)(=O)c2cccs2)CC1
  12, 1, 5, 0.1, i, -3, -1.2, 2, 1
> CC1(C)CC(NC(=O)C(F)(F)F)CC(C)(C)N1OC(=O)c1ccco1
  -12, -12, 8, -1.9, i, 3, 2.7, 4, 5
> CC1CC(C)(C)NC(=S)N1CCCC(=O)NCCc1ccc(Cl)cc1 (stereo not drawn)
  -4, -1, -66, -0.4, i, 3, -1.8, 5, 1
> CCN(CC(=O)Nc1ccc(OC)cc1)C(=O)c1cc([N+](=O)[O-])ccc1N1CCOCC1
  28, -2, -1, -0.2, i, 1, 1.0, 1, -5
> CC(NC(=O)c1ccncc1)c1ccc(Br)cc1 (stereo not drawn)
  -3, -2, 2, 0.4, i, 7, 0.3, 66, -1
> CCOc1cc(C(=O)NCc2ccc(C)cc2)ccc1OCC(=O)N1CCOCC1
  -4, -3, -25, -1.0, i, 4, 0.4, 6, 0
> CN(C)c1ccc(/C=N/NC(=O)CNC(=O)c2ccc3c(c2)OCCO3)cc1
  -9, -10, 5, -1.0, +, -3, 5.1*, -3, 1
> CN(C)CCN(C(=O)CN1C(=O)c2ccccc2C1=O)c1nc2cc3c(cc2s1)OCO3
  6, -2, 23, -0.1, i, -6, 2.0, -7, -2
> COc1ccccc1C(CNc1nc(C(F)(F)F)nc2ccccc12)N(C)C (stereo not drawn)
  -3, -1, 12, 0.4, i, 2, 0.8, 4, 1
> CC(C)CCNC(=O)C1CC(c2ccc(C(F)(F)F)cc2)=NO1 (stereo not drawn)
  -2, -1, 9, -0.2, i, -11, -0.8, -9, 2
> O=C(NCCc1ccc(F)cc1)c1cc([N+](=O)[O-])ccc1N1CCOCC1
  34, -4, 6, -0.1, i, -11, 2.5, 3, 3
> O=C(CCC1CCCC1)NCc1cccs1
  -2, -8, -3, -1.0, i, -14, -1.5, 1, -2
> CCC(C)Oc1cccc(C(=O)Nc2ccccc2N2CCOCC2)c1 (stereo not drawn)
  21, -3, -3, -0.7, i, -12, -0.1, -1, 4
> Cc1cc(NC2CCCCC2)nc(NCc2ccccc2)n1
  -10, -3, 2, 2.3, i, -1, -0.7, 1, 4
> O=C(NCc1cccc(Cl)c1)C1Cc2c(-c3ccccc3Oc3ccccc3)ccnc2O1 (stereo not drawn)
  24, -9, 2, -0.6, i, 3, 0.1, 2, -2
> CCc1ccc(C(=O)CN(C#N)c2nc(C)cc(C)n2)cc1
  -8, -5, 3, -0.3, i, -5, -0.1, -3, -2
> CCOC(=O)C(NC(=O)Nc1ccc(C(N)=O)cc1)(c1ccccc1)C(F)(F)F (stereo not drawn)
  -10, -3, -10, 0.0, i, -2, -0.1, -15, -2
> O=C(CSc1ccc2nnc(CCNC(=O)c3ccccc3)n2n1)Nc1ccc(F)cc1F
  -1, 0, 4, -0.1, i, 4, -0.9, 1, 1
> COc1ccccc1OCCNC(=O)C(=O)c1c[nH]c2ccccc12
  -2, -9, 2, -0.5, i, -12, 0.8, 2, -3
> O=C(O)CCCCCNCc1c(Cl)cccc1Cl
  -7, -2, -3, -0.5, i, -9, 0.2, 1, 0
> Cc1ccc(SCCC(=O)NC(C)(C)C)cc1
  -3, 2, 9, 0.2, i, -8, -0.8, -4, 2
> Cn1c(=O)c2c(Nc3ccc(F)cc3)cc(=O)n(-c3ccccc3)c2n(C)c1=O
  -4, -4, 3, 0.2, i, -10, 2.3, -1, 0
> CCCn1c(-c2cccs2)nc2c1c(=O)[nH]c(=O)n2Cc1ccccc1
  2, -4, 1, 0.2, i, 5, -0.4, -5, 4
> COCCN(C(=O)CCC(=O)Nc1ccccn1)C(C(=O)NC1CCCC1)c1ccc(OC)cc1 (stereo not drawn)
  -3, 0, 3, -1.6, i, -2, -0.3, -8, 0
> CC(=O)S[C@@H]1CC2=CC(=O)CC[C@]2(C)[C@H]2CC[C@@]3(C)[C@@H](CC[C@@]34CCC(=O)O4)[C@H]12
  3, -7, 4, -1.3, i, -3, -0.2, 0, 2
> CN(C)C(=O)c1cccc(-c2cnc3c(NC=O)cc(-c4cccc(F)c4)cn23)c1
  6, -7, -32, -0.1, i, -39, 2.5, 5, -5

Assay outcomes: PubChem BioAssay, several laboratories
